IDE act: boosts human insulin-degrading enzyme activity in HEK cells | activation, % at 5.96 µM | hit rate 0.073% among 340,000 | FAbeta-B cleavage, fluorescence polarization; 0% vehicle, 100% cell-free pure enzyme wells | AID 493087 | P14735;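 active = activation above the mean of all tested compounds plus 3 SD, set per screening campaign, cut at about 17% in these data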
Target sequence (P14735 whole entry, looked up): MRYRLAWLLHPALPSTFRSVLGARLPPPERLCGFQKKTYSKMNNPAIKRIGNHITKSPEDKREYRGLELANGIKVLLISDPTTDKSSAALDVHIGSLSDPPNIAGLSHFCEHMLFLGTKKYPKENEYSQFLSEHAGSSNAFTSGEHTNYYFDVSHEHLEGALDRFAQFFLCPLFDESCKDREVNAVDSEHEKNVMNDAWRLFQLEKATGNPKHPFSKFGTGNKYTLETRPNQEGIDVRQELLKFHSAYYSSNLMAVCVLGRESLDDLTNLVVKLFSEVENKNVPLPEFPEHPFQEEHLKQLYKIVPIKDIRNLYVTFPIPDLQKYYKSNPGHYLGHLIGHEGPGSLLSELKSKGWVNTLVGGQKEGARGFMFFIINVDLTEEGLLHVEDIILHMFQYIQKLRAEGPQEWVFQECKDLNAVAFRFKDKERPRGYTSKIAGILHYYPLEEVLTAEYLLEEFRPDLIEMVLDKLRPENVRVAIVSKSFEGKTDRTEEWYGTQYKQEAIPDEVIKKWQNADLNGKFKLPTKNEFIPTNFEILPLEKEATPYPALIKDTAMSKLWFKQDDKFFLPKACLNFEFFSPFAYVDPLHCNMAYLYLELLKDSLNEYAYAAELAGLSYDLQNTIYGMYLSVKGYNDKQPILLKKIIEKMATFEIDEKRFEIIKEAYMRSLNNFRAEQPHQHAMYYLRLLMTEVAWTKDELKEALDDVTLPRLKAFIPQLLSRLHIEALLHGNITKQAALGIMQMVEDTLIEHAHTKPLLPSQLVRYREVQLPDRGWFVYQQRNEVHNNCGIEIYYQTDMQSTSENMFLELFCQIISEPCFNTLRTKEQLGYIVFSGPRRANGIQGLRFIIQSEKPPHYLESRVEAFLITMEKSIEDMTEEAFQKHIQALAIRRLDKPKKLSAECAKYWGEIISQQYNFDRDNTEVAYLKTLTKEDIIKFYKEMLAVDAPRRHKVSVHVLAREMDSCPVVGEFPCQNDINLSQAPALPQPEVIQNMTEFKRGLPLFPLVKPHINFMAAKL
Numbers without * were called inactive. These rows are one share of the data; rates above refer to the full screens.

SMILES	IDE act
Cn1nc(C(=O)Nc2cccc(S(=O)(=O)N3CCCCC3)c2)c2ccccc2c1=O	1
COc1cccc(N2CCN(CC(=O)Nc3ccccc3C(=O)NCc3ccccc3)CC2)c1	2
Nc1c(C(=O)Nc2ccc3c(c2)OCCO3)nnn1Cc1cccc(Cl)c1	2
COc1ccccc1C(=O)NCC(=O)N1CC=C(c2ccccc2)CC1	-20
Cc1cc(C)c(NC(=O)COC(=O)c2nc3nccc(C)n3n2)c(Cl)c1	0
Cc1cc(C)n2c(SCC(O)=C(C#N)c3nc4ccccc4[nH]3)nnc2n1	5
Cc1sc2ncnc(N3CCC(C(=O)NNC(=O)c4ccc(F)cc4)CC3)c2c1C	-6
CC1(NC(=O)Cc2ccc(Cl)c(Cl)c2)CCS(=O)(=O)C1 (configuration not stated)	3
O=C(Nc1ccccn1)c1cccc(S(=O)(=O)N2CCCc3ccccc32)c1	4
CC(C)C[C@H]1CNC(=O)C(=O)N1CC1CCN(CCC(C)(C)C)CC1	2
C[C@H](CO)N1C[C@H](C)[C@@H](CN(C)Cc2ccc(Cl)c(Cl)c2)Oc2c(NS(=O)(=O)c3cccs3)cccc2C1=O	2
C#CCOCCOCCOCCNc1nc(N2CCN(C(=O)[C@H](CCC(=O)O)n3cc(CN)nn3)CC2)nc(N2CCN(C(=O)[C@H](CCC(=O)O)n3cc([C@@H](N)[C@H](C)CC)nn3)CC2)n1	3
CCCn1nc(C(=O)N2CCN(S(=O)(=O)c3ccc(C)c(C)c3)CC2)c2ccccc2c1=O	0
CN(C(=O)COC(=O)c1cc(=O)[nH]c2ccccc12)c1ccccc1	6
Oc1cc(O)c(CN2CCOCC2)cc1CN1CCOCC1	6
C#CCOCCOCCOCCNc1nc(N2CCN(C(=O)C(Cc3cc4ccccc4[nH]3)n3cc(C(N)Cc4ccc(O)cc4)nn3)CC2)nc(N2CCN(C(=O)C(CCC(=O)O)n3cc(C(N)C(C)CC)nn3)CC2)n1 (configuration not stated)	0
O=S(=O)(Nc1ccc(-c2ccc3nncn3n2)cc1)c1cc(F)ccc1F	5
CC[C@]12c3[nH]c4ccc(Cl)cc4c3CCN1C(=O)[C@@H](CC(=O)NCc1ccc(OC)c(OC)c1)C[C@@H]2C(=O)N1CCN(C(=O)C2CC2)CC1	1
CC1CCC(NC(=O)COC(=O)c2cccnc2Cl)CC1 (configuration not stated)	7
Cc1nnc(NC(=O)c2cccc(S(=O)(=O)N(C)c3cccc(Cl)c3)c2)s1	6
CC(=O)c1cc(C)c(OCc2cn(CC(=O)c3ccc(O)cc3)nn2)c(C)c1	3
COc1ccccc1CNC(=O)COC(=O)C12CC3CC(CC(O)(C3)C1)C2	1
CC(C)CN(C(=O)COC(=O)CSc1ccc(Br)cc1)C1CCS(=O)(=O)C1 (configuration not stated)	-1
O=C(NCC(c1ccco1)N1CCc2ccccc21)C(=O)Nc1ccccc1 (configuration not stated)	3
CC(=O)N1CCc2ccc([N+](=O)[O-])cc21	0
O=[N+]([O-])c1cccc(COc2cccc(CO)c2)c1	3
O=S(=O)(NCCC1=CCCCC1)c1ccccc1Cl	4
COc1ccc(NS(=O)(=O)c2cccc(C(=O)NNC(=O)CNC(=O)c3ccccc3Cl)c2)cc1	1
COc1ccc(Cl)cc1NC(=O)CN(C)CC(=O)Nc1ccc2c(c1)OCO2	3
N[C@@H](Cc1ccc(F)cc1)C(=O)O	3
C=CC(=O)N1CCCC(Nc2nc(Nc3ccc(N(C)C(=O)CC)cc3C)nc3nc[nH]c23)C1 (configuration not stated)	-4
Cc1ccc(CNC(=O)c2cccc3c2C(=O)c2ccc(N4CCOCC4)cc2S3(=O)=O)cc1	3
Cc1ccc2c(c1)CCCN2CC(=O)N(C)c1c(N)n(Cc2ccccc2)c(=O)[nH]c1=O	-1
CC(C(=O)Nc1ccc(S(=O)(=O)N2CCCC2)cc1)N1CCc2ccccc2C1 (configuration not stated)	-1
O=c1c2ccccc2oc2c1ccc1ccccc12	-4
COc1cc(Cl)c(C)cc1NC(=O)CCN1C(=O)NC(C)(C)C1=O	-1
CCCCNc1ncnc2[nH]ncc12	2
COc1ccc(S(=O)(=O)N2CCc3ccccc32)cc1C(=O)Nc1cc(S(C)(=O)=O)ccc1Cl	-1
COCC(=O)N(C)[C@H]1C[C@H]2c3cc(N4CCN(C)CC4)ccc3CCN2C(=O)[C@H]1[C@H](C)O	3
CCN(C[C@H]1N[C@@](C)(C(=O)OC)[C@H]2C(=O)N(C)C(=O)[C@@H]12)C(=O)c1ccc(F)cc1	-2
COc1ccc(C(=O)Nc2cc3c4c(c2)C(C)C(=O)N4CCC3)cc1 (configuration not stated)	-2
CN1CCc2c(sc(NC(=O)CS(=O)(=O)c3ccc(F)cc3)c2C(N)=O)C1	-2
CCCSc1ccc([C@@H]2[C@@H]3C(=O)N(C)C(=O)[C@@H]3[C@]3(C(=O)OC)CCCN23)cc1OC	3
OC(Cc1ccncc1)(c1ccccc1)c1ccccc1	4
C[C@H](CO)N1C[C@H](C)[C@@H](CN(C)C(=O)NC2CCCCC2)Oc2c(NC(=O)CCC(F)(F)F)cccc2C1=O	4
CCOC(=O)C1=CN(CC)S(=O)(=O)NC1c1ccc(F)c(Cl)c1 (configuration not stated)	2
CN(C)c1cccc(O)c1	0
O=C(Nc1cc(Cl)cc(Cl)c1)C1CC(=O)N(C2CCCC2)C1 (configuration not stated)	0
CCOc1ccc(CCNC(=O)COC(=O)C2CC2)cc1OCC	1
CCN1C(=O)C(=O)N(CC(=O)c2[nH]c(C)c(C(C)=O)c2C)C1=O	2
CCCCn1cnc2c(SCc3ccccn3)nc(N)nc21	1
CCCCCC(=O)Nc1cc(S(=O)(=O)N2CCCCC2)ccc1N1CCCCC1	3
CC1C(=O)N2CCCc3cc(NC(=O)COc4ccc(Cl)cc4)cc1c32 (configuration not stated)	-5
CCOc1ccc(OCCC(=O)OCC(=O)Nc2ccc(Cl)cn2)cc1	5
Cc1ccc(NC(=O)NNC(=O)COc2ccc(Cl)cc2)cc1	3
COc1ccc(OC)c(CN2CCN(C(=O)c3ccc(NS(=O)(=O)c4cccc([N+](=O)[O-])c4)cc3)CC2)c1	-1
CCC(C)c1ccc(NC(=O)COC(=O)CCNC(=O)c2ccco2)cc1 (configuration not stated)	1
Nc1ccc(CSc2ccccc2)cc1	0
CN(C)c1ccc(S(=O)(=O)N2CCCCC2)cc1NC(=O)CCNC(=O)c1ccco1	2
COc1ccc(N2CCN(C(=O)COC(=O)/C=C/c3ccc(OC(F)F)cc3)CC2)cc1	5

Continued.
SMILES	IDE act
O=C(Nc1ccc(C(=O)N2CCOCC2)cc1)C1CC1	1
COc1ccc2c(c1OC)OCC2C (configuration not stated)	-4
CCN(c1ccc(NC(=O)CSCc2c(C)noc2C)cc1)C(C)C	0
CC1(c2ccccc2Cl)NC(=O)N(CC(=O)N2CCc3ccccc32)C1=O (configuration not stated)	4
CCOc1ccccc1N1CCN(C(=O)CN2C(=O)NC3(CCCC3)C2=O)CC1	11
C=CCn1c(SCC(=O)NC2(C)CCS(=O)(=O)C2)nc2ccccc21 (configuration not stated)	1
CC(C)[C@H](NS(=O)(=O)c1ccccc1)C(=O)OCC(=O)NC1CCCCC1	5
CC(Sc1nnc(-c2cccnc2)n1N)C(=O)Nc1ccc2c(c1)OCCO2 (configuration not stated)	1
O=C(CN1CCN(CC(=O)Nc2ccccc2Cl)CC1)NCC1(N2CCCCC2)CCCCC1	2
O=S(=O)(c1ccccc1)c1nc(-c2ccc(F)cc2)oc1NCC1CCCO1 (configuration not stated)	3
Cc1cccc(C2=NN(c3ccc(Br)cc3)[C@@H](C(=O)N3CCOC3=O)[C@@H]2c2ccccc2)c1	3
CC[C@@H]1C(c2ccc(F)cc2)=NN(c2ccccc2)[C@H]1C(=O)N1CCOC1=O	2
O=C(CN1CCN(c2ccccc2O)CC1)NC(=O)NCc1ccccc1	2
OC(c1ccccc1)C(Nc1ccccn1)c1ccccc1 (configuration not stated)	7
CC(C)CN(C(=O)COC(=O)c1cnc(Cl)c(Cl)c1)c1c(N)n(Cc2ccccc2)c(=O)[nH]c1=O	-4
O=C(C[C@H]1C[C@H](C(=O)N2CCOCC2)[C@@]2(CCC3CCCC3)c3[nH]c4cc(-c5ccco5)ccc4c3CCN2C1=O)NCCCn1ccnc1	3
O=C(CCCOc1ccccc1)Nc1cc(S(=O)(=O)N2CCOCC2)ccc1N1CCOCC1	1
CN(C(=O)COc1ccc(-c2nnco2)cc1)C1CCS(=O)(=O)C1 (configuration not stated)	6
CCN(C(=O)COC(=O)c1cccnc1SC)C1CCCCC1	3
CCN(C(=O)COC(=O)c1cccc2ccccc12)c1c(N)n(Cc2ccccc2)c(=O)[nH]c1=O	2
CCOC(=O)c1[nH]cnc1C(=O)NC1CCN(C(=O)OC(C)(C)C)CC1	1
O=C(C[C@@H]1C/C=C\C[C@H](NC(=O)OCC2c3ccccc3-c3ccccc32)C(=O)O[C@H](c2ccccc2)CNC1=O)NCCO	0
Cc1ccc(C)c(OCCC(=O)OCC(=O)NC(=O)NCc2ccccc2)c1	2
CCC1([N+](=O)[O-])COC(c2ccc(C(C)C)cc2)OC1 (configuration not stated)	2
CC(Sc1nnc(C2CC2)n1C1CC1)C(=O)N(C)C1(C#N)CCCCC1 (configuration not stated)	2
O=C(NC1CC1)c1ccc(NC(=O)C2CCC2)cc1	-1
O=C(CC(C(=O)c1ccccc1)c1ccccc1)c1ccccc1 (configuration not stated)	1
O=c1cc(-c2ccc(OCc3ccccc3)cc2)oc2cc(OCc3ccccc3)cc(OCc3ccccc3)c12	4
Cc1ccc([N+](=O)[O-])cc1S(=O)(=O)Nc1ccc(C(=O)NCc2ccccn2)cc1	3
COc1ccccc1NC(=O)C(C)OC(=O)C1CCC(C(C)(C)C)CC1 (configuration not stated)	0

Two compounds drawn at random from the list so far:
SMILES	IDE act
COc1ccc(Cl)cc1NC(=O)CN(C)CC(=O)Nc1ccc2c(c1)OCO2	3
O=C(CC(C(=O)c1ccccc1)c1ccccc1)c1ccccc1 (configuration not stated)	1

The list continues:
SMILES	IDE act
CC(=O)Nc1ccc(C(=O)COC(=O)c2ccco2)c(F)c1	1
N#Cc1ccc(Oc2ccc(S(=O)(=O)N3CCCCC3)cn2)cc1	5
CCSc1c([N+](=O)[O-])c(=O)n(-c2ccccc2)c2ccccc12	6
O=C(Nc1cc2c3c(c1)CC(=O)N3CCC2)c1ccccc1Br	0
Cc1ccsc1C(=O)OC(C)C(=O)Nc1ccc(Cl)cn1 (configuration not stated)	0
CC1CCCN(C(=O)COC(=O)C2CCN(S(=O)(=O)c3c(Cl)cccc3Cl)CC2)C1 (configuration not stated)	6
Cc1ccc(CN2C(=O)C(Cc3ccccc3)Nc3ncnc(N4CCCCC4)c32)cc1 (configuration not stated)	5
CCN(CC(=O)NCc1ccc(Cl)cc1)C(=O)c1sccc1C	0
Cc1noc(C)c1S(=O)(=O)Nc1ccc2c(c1)CC(=O)N([C@H](C)CO)C[C@H](C)[C@@H](CN(C)CC1CC1)O2	-2
COc1cc(OC)c(OC)cc1/C=N/NC(=O)c1ccc(CSc2nc(C)cc(C)n2)cc1	-1
COc1ccc(CCNC(=O)/C=C/c2ccc(S(=O)(=O)N3CCOCC3)cc2)cc1	3
O=C(NNC(=O)c1cc(Br)c(Br)s1)c1ccncc1	2
O=c1oc(CCO)cc2ccc(C#Cc3ccsc3)cc12	1
Cc1cc(C)c(NC(=O)CCc2c(C)noc2C)c(C)c1	-2
Cc1sc2ncn(CC(=O)N(C)C3CCCCC3)c(=O)c2c1C	1
COc1ccc(OCCCC(=O)OCC(=O)Nc2ccc(Cl)cn2)cc1	0
CCc1ccc(C(=O)C(C)OC(=O)c2nn(C)c(=O)c3ccccc23)cc1 (configuration not stated)	3
CC(=O)Nc1ccc(S(=O)(=O)Nc2ccc3nc(C)sc3c2)cc1	-1
O=C(CN1C(=O)NC2(CCc3ccccc32)C1=O)NCc1ccccc1Cl (configuration not stated)	6
COc1ccc(OC)c(S(=O)(=O)NCC(=O)NC2CCCc3ccccc32)c1 (configuration not stated)	3
Cc1ccc(C(=O)CCC(=O)OCC(=O)N2CCN(S(=O)(=O)c3ccc(C)cc3C)CC2)cc1	3
CC(C)Oc1ccc(S(=O)(=O)N2CCCCC2)cc1NC(=O)CC1OC(=O)c2ccccc21 (configuration not stated)	3
CCN(CC(=O)Nc1ccccc1C(F)(F)F)C(=O)Cc1cccs1	-4
Cc1ccccc1N=C1Nc2ccccc2N[C@]12C[C@H]1CCC(=O)N3CC[C@@H](C2)[C@@H]13	-2
Cc1cc(C)n(CC(=O)NC2CCCCC2C)c(=O)c1C#N (configuration not stated)	4
Cc1ccc(NC(=O)C2CSC3(C)CCC(=O)N23)cc1S(=O)(=O)N1CCCCCC1 (configuration not stated)	0
CC(=O)c1ccc(NC(=O)CSc2nc3[nH]c(=O)cc(O)c3s2)cc1	5

Gathered by group, the compounds so far containing fluorine (12)
SMILES	IDE act
Cc1sc2ncnc(N3CCC(C(=O)NNC(=O)c4ccc(F)cc4)CC3)c2c1C	-6
O=S(=O)(Nc1ccc(-c2ccc3nncn3n2)cc1)c1cc(F)ccc1F	5
N[C@@H](Cc1ccc(F)cc1)C(=O)O	3
CCN(C[C@H]1N[C@@](C)(C(=O)OC)[C@H]2C(=O)N(C)C(=O)[C@@H]12)C(=O)c1ccc(F)cc1	-2
CN1CCc2c(sc(NC(=O)CS(=O)(=O)c3ccc(F)cc3)c2C(N)=O)C1	-2
C[C@H](CO)N1C[C@H](C)[C@@H](CN(C)C(=O)NC2CCCCC2)Oc2c(NC(=O)CCC(F)(F)F)cccc2C1=O	4
CCOC(=O)C1=CN(CC)S(=O)(=O)NC1c1ccc(F)c(Cl)c1 (configuration not stated)	2
COc1ccc(N2CCN(C(=O)COC(=O)/C=C/c3ccc(OC(F)F)cc3)CC2)cc1	5
O=S(=O)(c1ccccc1)c1nc(-c2ccc(F)cc2)oc1NCC1CCCO1 (configuration not stated)	3
CC[C@@H]1C(c2ccc(F)cc2)=NN(c2ccccc2)[C@H]1C(=O)N1CCOC1=O	2
CC(=O)Nc1ccc(C(=O)COC(=O)c2ccco2)c(F)c1	1
CCN(CC(=O)Nc1ccccc1C(F)(F)F)C(=O)Cc1cccs1	-4
